# WT yeast gro inh – growth inhibition of WT yeast, mitochondrial fusion screen; mitochondrial fusion phenotypic screen, WT strain; inhibition, % at 10 µM; 2.1% of 190,000 active; in the data active = inhibition above about 58%; tested in S. cerevisiae
# PMI inhibition – MPI inhibition at elevated mannose 6-phosphate – biochemical, fluorescence intensity, high mannose 6-phosphate, primary screen (AID 1220); recombinant PMI enzyme, coupled fluorescence intensity; higher % means a stronger effect; one-dose inhibition, % at 20 µM; IC50 in µM for titrated hits; 0.66% of 190,000 active
# PMI inhibitors – MPI enzyme activity inhibition – biochemical, fluorescence intensity, coupled assay, primary screen (AID 1209) | purified PMI enzyme, coupled fluorescence intensity; higher % means a stronger effect | inhibition, % at 20 µM; hits with a dose series show IC50 in µM | 0.42% of 190,000 active;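 note: plate controls were DMSO vehicle for no effect and wells lacking substrate for full effect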
# bCat nuc transl – beta-catenin nuclear translocation modulation. nuclear translocation activity, % at 5 µM. AID 1665. HeLa beta-catenin nuclear translocation, immunofluorescence imaging. 0.3% of 190,000 active;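 active = nuclear translocation activity above 50% at 5 µM, with a well cell count of 50 or more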;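 note: per-cell ratio of nuclear to cytoplasmic median beta-catenin stain intensity; plate controls were DMSO negative control for no effect and GSK-3 inhibitor IX positive control for full effect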
#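 Test system: human HeLa cells, endogenous beta-catenin. Times: 24 h compound exposure, 37°C. Measured by: beta-catenin immunofluorescence imaging with DAPI.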
# MT stabilizer – stabilizes microtubules in HeLa cells; % tubulin-high responders, % at 10 µM; 0.83% of 200,000 active; HeLa tubulin immunostaining HCS, 24 h; share of cells brighter than vehicle mean+2SD;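 active = plate Z-score above 3 for both tubulin-high and condensed-nucleus cell shares, with cell loss under 80%, at 10 µM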;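 note: anti alpha tubulin signal scored within the nucleus-defined area of each cell; some results filed as inactive read as strong as hits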
# Insulin prom up – MIN6 insulin promoter up-regulation | MIN6 insulin promoter-GFP reporter, high-content imaging; active compounds read high | z-score at 5 µM | 0.3% of 190,000 active | AID 1625;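 active = z-score above 3 at 5 µM with at least 500 cells counted in the well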
# Dynein cargo inh – blocks dynein driven cargo transport along microtubules; 3617.4 mouse cells, GR-EGFP nuclear translocation imaging; test concentration mostly 20 µM; stimulated with dexamethasone, 1 µM; active compounds read low; z-score, hits read low; 0.47% of 220,000 active; AID 1381;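 active = plate z-score of nuclear minus cytoplasmic receptor signal below a set negative limit, without overly bright fluorescence or cell loss, cut at about -3.5 in these data, passing the limit was not always enough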;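 note: z-score of nuclear minus cytoplasmic ring GR-EGFP intensity difference per well; some compounds called inactive have numbers as strong as hits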
#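 medium = tetracycline-free induction medium containing charcoal-stripped FBS | probe or stimulus = dexamethasone, 1.0 µM final | timing = 48 h induction, then 1 h compound, then 30 min agonist, 37 °C | detection = automated 10x imaging of fixed Hoechst-stained cells | read-out basis = nuclear versus cytoplasmic GR-EGFP signal, averaged per well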
# Yfh1-depleted yeast – enhancers of respiration in Yfh1-depleted yeast, dose response, Friedreich's ataxia, plus single-dose screen (AID 1465); S. cerevisiae Yfh1-off respiration, WST-1 reduction, 72 h; higher fold induction means a stronger effect; 0.074% of 220,000 active; one-dose fold induction at 50 µM; EC50 in µM for titrated hits;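 active = fold induction of absorbance versus untreated yeast above a set limit, then at least 30% activation at any dose in follow-up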;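 note: activators that raise dye reduction in frataxin-depleted yeast; strong numbers were not always called active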
# Autophagy mod – modulators of autophagy | MEF GFP-LC3 puncta imaging; test concentration mostly 10 µM | calls only at 10 µM (by protocol) | 0.98% of 190,000 active | AID 463193;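 active = percentage of spot-positive cells more than 3 SD above its plate mean, without a fluorescence outlier flag or 80% toxicity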;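 note: spot-positive cell cutoff set from DMSO-treated cells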
# WT yeast gro inh mutant strain – further read-out of WT yeast gro inh, marked with its call; inhibition, %; mitochondrial fusion phenotypic screen, mutant strain inhibition
# Dynein cargo inh cytoplasmic EGFP – recorded beside Dynein cargo inh, whose call it bears; z-score; measured here: cytoplasmic GR-EGFP intensity; active compounds read high
# Dynein cargo inh nuclear GR-EGFP – recorded beside Dynein cargo inh, whose call it bears; z-score; measured here: nuclear GR-EGFP intensity;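 lower value marks the stronger effect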
# Dynein cargo inh cell count – second read-out of Dynein cargo inh, no call of its own (marks repeat the call); z-score; measured here: cell count per field
# Insulin prom up cell count – further read-out of Insulin prom up, marked with its call; cell count; measured here: cytotoxicity, nuclei count;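 total cells summed across four imaged fields per well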
# bCat nuc transl cell count 5 µM – also measured in bCat nuc transl; calls as there; cell count; measured here: cell count, cytotoxicity flag
# MT stabilizer Hoechst-high % – further read-out of MT stabilizer, marked with its call; % Hoechst-high responders; measured here: nuclear condensation Hoechst responders;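 share of cells brighter than vehicle mean plus two SD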
# MT stabilizer cytotoxicity % – also measured in MT stabilizer; calls as there; toxicity, %; measured here: cytotoxicity by cell density;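 0% = mean cell density of plate MIN control wells and 100% = no cells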
# Autophagy mod cell loss 18 h – recorded beside Autophagy mod, whose call it bears; toxicity, %; measured here: cell loss, nuclei count;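 cell loss after 18 h compound exposure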
# The depositor's hits bear a star; i = inactive; . = not tested or not shown. Cut-off read from the data, not from the text of the source, unless noted: active = inhibition above about 50%; inactive = the rest.
# Sequence of screens: WT yeast gro inh	WT yeast gro inh mutant strain	PMI inhibition	PMI inhibitors	bCat nuc transl	bCat nuc transl cell count 5 µM	MT stabilizer	MT stabilizer Hoechst-high %	MT stabilizer cytotoxicity %	Insulin prom up	Insulin prom up cell count	Dynein cargo inh	Dynein cargo inh cytoplasmic EGFP	Dynein cargo inh nuclear GR-EGFP	Dynein cargo inh cell count	Yfh1-depleted yeast	Autophagy mod	Autophagy mod cell loss 18 h
- Cc1ccc2c(c1)c(=O)c1c3n2CCN(C(=O)CCl)C3CC1 (stereo unspecified)
→ 5	2	-82%	-39%	.	.	2.6	0.9	2.6	0.76	513	-2.3	-0.079	-1.1	1	.	i	3
- CCOC(=O)/C(C#N)=C\c1ccc(OC)c(OC)c1
→ -16	6	-4%	-2%	-0.2	1504	3.8	2.1	7.7	-0.01	1521	-0.71	-0.26	-0.76	0.91	i	i	-6
- O=c1cc(Cc2ccccc2)[nH]c(=S)[nH]1
→ -1	-22	-1%	-8%	-3.2	555	3.7	1.6	1.3	-0.49	1244	-0.52	-0.12	0.33	0.42	i	i	-11
- O=C(O)c1ccc2c(c1)C(c1ccccc1)OC2=O (stereo unspecified)
→ -1	0	-4%	-4%	8.2	1427	3.8	2.2	10	0.15	1517	-1.8	-0.2	-0.94	0.48	i	i	8
- CCOc1nc(NCCc2ccc(OC)c(OC)c2)nc(N2CCN(c3ccc(OC)cc3)CC2)n1
→ 6	13	-2%	-4%	-1.1	1240	2.1	1.7	3.4	-0.52	800	-0.036	0.17	-0.18	0.24	i	i	-7
- Cc1ccc2cc(CN(CCN3CCCC3)C(=O)Nc3ccccc3)c(=O)[nH]c2c1C
→ -21	-2	-2%	-2%	-2.8	984	4.6	1.4	0.8	-0.57	795	0.98	0.2	0.47	-0.79	i	i	15
- O=C(Cn1c(=O)[nH]c2ccccc2c1=O)N1CCN(c2cccc(Cl)c2)CC1
→ 7	-1	2%	-3%	-1.8	1222	2.0	1.9	5.8	0	1252	-0.48	-0.18	-0.22	-0.86	i	i	1
- CC1CN(S(=O)(=O)c2ccc(-c3nc4ccccc4s3)cc2)CC(C)O1 (stereo unspecified)
→ -12	-16	-10%	-8%	-1.1	803	4.5	2.2	7.4	.	.	-0.27	-0.26	0.29	1.5	i	i	7
- Cc1ccc(C)c(-n2c(SCC(N)=O)nnc2-c2ccccn2)c1
→ -3	4	1%	1%	-4.6	1004	4.2	1.0	7.9	-0.16	1224	-0.3	-0.16	-0.32	0.12	i	i	-6
- CCCCc1cc(=O)oc2c(CN(C)C)c(O)ccc12
→ -4	-6	9%	8%	0.5	1073	2.7	2.7	11	-0.44	1907	-0.17	-0.2	0.2	-0.41	i	i	-2
- Cc1ccc(/C=C/C(=O)NCCc2c[nH]c3ccccc23)o1
→ 9	40	4%	2%	-0.1	1032	2.4	1.9	2.6	0.28	1165	-1.1	-0.23	-0.77	0.94	i	i	-1
- Cc1nn(-c2ccccc2)c(=S)n1-c1ccccc1
→ -10	-13	-4%	1%	-3.3	1210	4.7	2.6	5.6	-1	1193	-0.75	0.24	-0.0048	0.099	i	i	6
- Cc1cc(C)nc(N2CCN(c3nnnn3-c3ccccc3)CC2)n1
→ -1	13	1%	9%	-6.2	1188	4.5	3.4	10	0.19	1297	-0.68	-0.31	-0.07	0.01	i	i	-13
- Cc1nc2ccccn2c1/C(O)=C1\C(=O)C(=O)N(CCN2CCOCC2)C1c1cccnc1 (stereo unspecified)
→ -7	-9	-10%	-6%	0.2	1363	1.6	2.4	6.9	-0.48	1593	0.011	-0.036	0.33	-0.46	i	i	-2
- Cc1nn(CC(=O)O)c(C)c1[N+](=O)[O-]
→ -4	-7	-3%	-2%	-0.8	1009	1.7	1.0	4.1	0.47	1388	-0.38	-0.11	0.27	1.1	i	i	-7
- CCCCCC(=O)NC(CC(=O)OC)c1ccc2c(c1)OCO2 (stereo unspecified)
→ -31	14	2%	2%	-0.5	1051	1.3	2.0	4.7	-0.56	1398	0.35	0.2	0.5	0.34	i	i	18
- COc1cc(/C=N/NC(=O)c2cccs2)ccc1O
→ .	.	.	.	1.0	1235	.	.	.	-0.47	1094	-0.069	-0.3	-0.025	0.64	i	.	.
- O=C(NCc1ccco1)C1CCC(N2C(=O)c3ccccc3C2=O)CC1 (stereo unspecified)
→ -22	-32	-4%	1%	-3.9	989	2.1	2.8	18	0.04	1578	-0.24	-0.25	0.3	0.5	i	i	2
- O=S(=O)(c1ccc(Cl)cc1)N1CCN=C1SCc1cccnc1
→ -6	-9	4%	7%	1.2	1096	2.6	1.3	7.6	-0.31	1320	-0.64	-0.24	-0.28	0.46	.	i	4
- Cc1ccc(CNC(=O)CSc2nc3ccsc3c(=O)n2NC(=O)c2ccccc2)cc1
→ 14	8	-6%	4%	-2.8	1011	3.2	2.1	5.6	-0.76	1418	-0.32	-0.23	-0.31	-0.037	i	i	-2
- Cc1ccc(C(=O)NC(=S)Nc2ccc(N3CCOCC3)cc2)c(C)c1
→ -27	1	7%	4%	-0.3	1502	2.7	2.2	6.4	.	.	-0.21	-0.2	-0.33	0.011	i	i	-7
- Nc1nnc(SCC(=O)N2CCN(c3cccc(Cl)c3)CC2)n1-c1ccccc1
→ -10	4	.	.	.	.	3.9	2.6	7.9	.	.	-0.66	-0.27	-0.33	0.38	i	i	-7
- COc1ccc(Cc2[nH]n3c(=O)c(Cl)c(C)nc3c2-c2ccccc2)cc1
→ 2	3	-14%	-17%	0.5	1543	3.2	1.8	2.0	0.09	1568	-0.83	-0.29	-0.33	0.77	i	i	11
- CCOC(=O)C1=C(C)N(C)C(=O)NC1c1ccc(C)s1 (stereo unspecified)
→ -9	7	7%	15%	.	.	2.6	1.3	5.4	-0.27	1325	-1.1	-0.086	-0.44	-0.76	i	i	2
- CC(=O)c1ccc2noc(-c3ccc(Cl)cc3)c2c1
→ -22	-23	-86%	-71%	-0.2	1166	4.1	2.3	8.1	-2	1312	0.94	-0.12	0.42	-0.3	i	i	9
- Clc1ccc2[nH]c3c(c2c1)CCc1cn[nH]c1-3
→ 25	30	14%	13%	13	603	16*	12*	17*	-1.9	1240	-1.7	0.21	-0.55	-4.9	i	i	2
- CCOC(=O)C(=CNc1ccc(NC2=NCC(C)(C)S2)cc1)C(=O)OCC
→ .	.	.	.	-0.5	1352	.	.	.	0.38	983	-0.3	-0.12	-0.17	0.47	i	.	.
- COc1ccc(NC(=O)C2CCOC(C)(C)C2)cc1 (stereo unspecified)
→ .	.	.	.	-3.4	1229	.	.	.	0.29	1431	-0.89	0.37	-0.41	1.5	i	.	.
- O=C(CCc1ccccc1)N1CCN(CCO)CC1
→ 12	6	-4%	-4%	.	.	3.7	3.1	5.6	1	849	-1.2	-0.044	-0.55	0.66	i	i	3
- COC(=O)c1ccc(-c2nc3cc(N)ccc3o2)cc1
→ -1	12	27%	4%	-0.7	1106	2.6	2.2	3.2	.	.	0.068	-0.12	0.049	0.57	i	i	-1
- O=C(Nc1nccs1)C1CCN(S(=O)(=O)c2cccnc2)CC1
→ 14	11	-1%	-5%	-1.2	1161	2.4	3.0	4.9	0.44	1025	1.2	-0.15	0.89	-0.48	i	i	-5
- Cc1cc(C)nc(-n2ncc3c2CC(c2cccc(Cl)c2)CC3=O)n1 (stereo unspecified)
→ -5	-5	3%	12%	2.1	1030	3.4	2.3	1.2	-1.6	925	0.31	-0.21	0.29	-0.27	i	i	1

# Ordered by length of the SMILES (lowest first): some entries from above.
# Sequence of screens: WT yeast gro inh	WT yeast gro inh mutant strain	PMI inhibition	PMI inhibitors	bCat nuc transl	bCat nuc transl cell count 5 µM	MT stabilizer	MT stabilizer Hoechst-high %	MT stabilizer cytotoxicity %	Insulin prom up	Insulin prom up cell count	Dynein cargo inh	Dynein cargo inh cytoplasmic EGFP	Dynein cargo inh nuclear GR-EGFP	Dynein cargo inh cell count	Yfh1-depleted yeast	Autophagy mod	Autophagy mod cell loss 18 h
- Clc1ccc2[nH]c3c(c2c1)CCc1cn[nH]c1-3
→ 25	30	14%	13%	13	603	16*	12*	17*	-1.9	1240	-1.7	0.21	-0.55	-4.9	i	i	2
- CCOC(=O)C1=C(C)N(C)C(=O)NC1c1ccc(C)s1 (stereo unspecified)
→ -9	7	7%	15%	.	.	2.6	1.3	5.4	-0.27	1325	-1.1	-0.086	-0.44	-0.76	i	i	2
- Cc1ccc(C(=O)NC(=S)Nc2ccc(N3CCOCC3)cc2)c(C)c1
→ -27	1	7%	4%	-0.3	1502	2.7	2.2	6.4	.	.	-0.21	-0.2	-0.33	0.011	i	i	-7
- Cc1ccc2cc(CN(CCN3CCCC3)C(=O)Nc3ccccc3)c(=O)[nH]c2c1C
→ -21	-2	-2%	-2%	-2.8	984	4.6	1.4	0.8	-0.57	795	0.98	0.2	0.47	-0.79	i	i	15

# High-throughput results (PubChem BioAssay)
